Source: PubChem BioAssay (several laboratories)
Autofluor 339: intrinsic fluorescence of library compounds, ex339/em460 – biochemical, MLSMR library, data from DPM-DC assay, artefact control, profiling panel | fluorescence fold increase at 10 µM | compound autofluorescence, ex339/em460 nm, NADH buffer; active compounds read high; 1 = no-compound wells, NADH background | hit rate 5.5% among 65,000;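 active means at 10 µM, mean starting fluorescence two-fold or more over control wells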;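 further: signal is the first read of a kinetic run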
RORa activator: activators of orphan receptor RORA, primary screen, cell-based, luminescence; hit rate 1.5% among 65,000; CHO-K1 Gal4-RORA LBD luciferase reporter; percent increase over mock-subtracted basal signal; Nuclear receptor ROR-alpha (Homo sapiens), P35398; activation, % at 10 µM;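 active means activation above the mean of all tested compounds plus 3 SD, cut at about 49% in these data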;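 further: 0% = DMSO-treated RORA cells and 100% = added signal equal to DMSO minus mock-transfected cells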
Abs 340nm: compound light absorbance at 340 nm, profiling panel, artefact control, biochemical, MLSMR library, data from PS, PMK, MK assays; compound absorbance at 340 nm, fold over control; fold change at 10 µM; 65,000 tested, under 10 active;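 active means at 10 µM dose, initial 340 nm absorbance at least 2 fold that of control wells; inactive means change under 2 fold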;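 further: initial absorbance extrapolated from kinetic A340 decline of NADH oxidation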
NADH coupling: inhibitors of PK/LDH coupling enzymes, profiling panel, artefact control, biochemical, MLSMR library; coupled PK/LDH NADH assays, four targets; IC50, µM (doses to about 10 µM), inactives show at the highest dose inhibition; hit rate 0.02% among 65,000;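 active means single-dose screening hits from any of four coupled enzyme assays that gave an IC50 when retested across doses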;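 further: the DPM-DC format reads NADH fluorescence rather than 340 nm absorbance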
TNAP act mid DEA: human TNAP enzyme activators, primary screen, biochemical, luminescent, intermediate phosphate acceptor level | Alkaline phosphatase, tissue-nonspecific isozyme (Homo sapiens), P05186 | purified TNAP, CDP-star luminescence, 100 mM DEA, 30 min; active compounds read high; scale: 0 levamisole-inhibited, 1 vehicle-only enzyme | activation factor at 20 µM | 64,000 tested, under 10 active;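 active means activation factor of at least 2 at 20 µM, relative to controls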
SF1 activator: activators of human SF-1, primary screen, cell-based, CHO-K1, Gal4-SF-1 LBD, luciferase luminescence | Steroidogenic factor 1 (Homo sapiens), Q13285 | CHO-K1 Gal4-SF-1 LBD luciferase reporter; % increase over DMSO SF-1-specific signal | activation, % at 10 µM | hit rate 1.9% among 65,000 | AID 522, 2006;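 active means activation above the mean activation of all tested compounds plus 3 SD, cut at about 50% in these data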
Target sequence (Q13285 whole entry, looked up, the tested form may be a part): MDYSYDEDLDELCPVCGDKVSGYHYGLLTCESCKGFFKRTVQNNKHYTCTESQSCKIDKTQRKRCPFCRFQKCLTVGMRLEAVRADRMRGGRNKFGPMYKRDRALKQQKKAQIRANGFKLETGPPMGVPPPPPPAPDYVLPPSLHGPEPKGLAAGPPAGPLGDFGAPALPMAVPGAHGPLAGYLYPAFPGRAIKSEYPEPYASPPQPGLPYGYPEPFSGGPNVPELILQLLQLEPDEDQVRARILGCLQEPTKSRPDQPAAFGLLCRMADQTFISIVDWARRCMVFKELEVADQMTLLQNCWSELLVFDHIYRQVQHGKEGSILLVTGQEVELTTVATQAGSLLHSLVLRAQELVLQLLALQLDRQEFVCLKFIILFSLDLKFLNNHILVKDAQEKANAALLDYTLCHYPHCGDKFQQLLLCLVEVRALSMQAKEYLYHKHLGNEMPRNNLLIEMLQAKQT
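Assay system – CHO-K1 cells with Gal4–hSF-1 LBD chimera plus Gal4-driven luciferase · Quantity – 4,000 cells per well · Times – compound added 1 h post-seeding, 20 h exposure at 37 °C, 5% CO2 · Measured by – luciferase light emission · Benchmarks – DMSO and mock-transfected background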
MMP-13 inhibitor: human MMP13 inhibitors, primary screen, biochemical, FRET peptide cleavage; inhibition, % at 4 µM; Collagenase 3 (Homo sapiens), P45452; MMP-13 fTHP FRET cleavage, Mca fluorescence; hit rate 0.07% among 65,000;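 active means inhibition above the mean of compound-free control plate wells plus 3 SD, cut at about 14% in these data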;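 further: 0% = DMSO wells and 100% = wells with reference MMP-13 inhibitor after basal subtraction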
5HT1a ag: human 5-HT1a receptor agonists, primary screen, cell-based, CHO, Ga15 NFAT-bla reporter; hit rate 0.56% among 65,000; AID 567, 2006; 5-hydroxytryptamine receptor 1A (Homo sapiens), P08908; activation, % at 10 µM; CHO 5-HT1a Ga15 NFAT-bla reporter, FRET ratio; 0% basal, 100% maximal reference agonist;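 active means activation above the screen-wide mean activation plus 3 SD, cut at about 19% in these data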;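 further: 0% = DMSO wells and 100% = 5-CT at EC100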
Target sequence (P08908 whole entry, looked up): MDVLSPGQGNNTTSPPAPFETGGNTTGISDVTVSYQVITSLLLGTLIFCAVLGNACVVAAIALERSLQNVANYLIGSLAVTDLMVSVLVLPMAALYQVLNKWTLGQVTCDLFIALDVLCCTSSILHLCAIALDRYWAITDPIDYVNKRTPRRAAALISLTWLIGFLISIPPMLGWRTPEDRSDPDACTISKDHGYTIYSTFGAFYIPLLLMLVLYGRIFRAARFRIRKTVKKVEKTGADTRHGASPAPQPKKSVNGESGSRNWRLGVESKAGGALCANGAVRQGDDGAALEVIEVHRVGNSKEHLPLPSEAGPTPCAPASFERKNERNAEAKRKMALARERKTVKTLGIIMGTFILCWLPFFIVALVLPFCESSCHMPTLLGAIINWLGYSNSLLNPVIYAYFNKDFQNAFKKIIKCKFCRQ
5-HT1A blocker: human 5-HT1a receptor antagonists, primary screen, cell-based, CHO, Ga15 NFAT-bla reporter; 5-hydroxytryptamine receptor 1A (Homo sapiens), P08908; CHO 5-HT1a Ga15 NFAT-bla reporter, antagonist mode; AID 612, 2007; hit rate 0.68% among 62,000; inhibition, % at 10 µM;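 active means inhibition above the mean of all tested compounds plus 3 SD, cut at about 43% in these data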;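 further: receptor stimulated by 5-CT agonist at 100 nM near EC80; beta-lactamase reporter measured by ratiometric fluorescence of a cleavable substrate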
Starred values were filed as active, the others as inactive; · = not tested or not shown; [ ] = dose if it differs, or a comment. Rows were taken by chance. About 8.9% of those tested had a hit in this group.

SMILES	Autofluor 339	RORa activator	Abs 340nm	NADH coupling	TNAP act mid DEA	SF1 activator	MMP-13 inhibitor	5HT1a ag	5-HT1A blocker
CCCCn1c(CN2CCN(C(=O)c3ccco3)CC2)nc2c1c(=O)n(C)c(=O)n2C	1	2	1.1	6%	1	9	5	2.8	4
O=C1CN(c2ccccc2F)C(=O)CN1c1ccccc1F	1	-10	0.99	3%	0.7	2	-4	-0.6	-12
CCOc1ccc(C(=O)NCc2ccncc2)cc1OCC	1.1	-1	1	8%	0.9	-12	6	-2.2	-9
O=C(O)CCCc1ccccc1	1	-13	0.99	3%	0.9	-6	-3	-1.5	·
O=S(=O)(NCc1ccco1)c1cccc2cccnc12	1.1	-15	0.99	2%	0.8	-11	2	-2.8	16
CCc1ccc(NC(=O)CCN2C(=O)c3cccnc3C2=O)cc1	1.1	36	1	2%	0.9	-1	-4	-1.6	-9
COc1ccc(C(=O)CSc2ncn[nH]2)cc1OC	1.1	12	1.1	0%	0.9	-11	-2	-0.8	6
Cc1ccc(Cl)cc1N1CCN(C(=O)c2cn(C)c(=O)c3c2c2ccccc2n3C)CC1	1.9	-2	1	5%	0.9	-4	-4	-3.1	-3
CCCc1nnc(NC(=O)C2CCCO2)s1 (configuration not stated)	1.1	23	0.98	7%	1	32	-2	-2.8	-19
Cc1cccc(/N=C/c2c(O)n(-c3cc(Cl)ccc3N3CCOCC3)c(=O)c3ccccc23)n1	1.4	18	1	4%	1	16	1	-2.4	0
Cc1ccc(S(=O)(=O)Nc2nc3ccc(S(C)(=O)=O)cc3s2)cc1	1.2	-1	0.98	8%	0.9	7	2	0.1	-4
CN(CCc1ccccn1)S(=O)(=O)c1ccc2c3c(cccc13)C(=O)N2	3.9*	-13	1.1	1%[fluoresces]	·	14	-69[fluorescence artefact?]	-0.5	-2
O=C(O)C1C2C=CC(C2)C1C(=O)Nc1cccc(F)c1 (configuration not stated)	1.1	3	1	7%	0.9	-2	1	0.9	-10
COC(=O)C1=CN(C)C=C(C(=O)OC)C1c1ccsc1	2.2*	7	1	8%[fluoresces]	0.9	-5	-243[fluorescence artefact?]	9.5	-23
COc1ccc(OC)c(C2C3CN(C(C)C)CC=C3C(C#N)=C(N)C2(C#N)C#N)c1 (configuration not stated)	1.5	-6	0.99	6%	0.9	-6	-29	6.7	-4
COc1cccc2c1OC1(C)CC2NC(=O)N1c1cccc(C(=O)N2CCN(c3ccccn3)CC2)c1 (configuration not stated)	1.1	3	1	6%	1	18	-3	-3.4	6
COc1ccccc1C1CC(c2ccc(Cl)cc2)Nc2nc(N)nn21 (configuration not stated)	1.1	-7	1	7%	0.9	10	3	0.5	·
Cc1cccc(C(=O)Nc2ccccc2C(=O)OCc2c(C)noc2C)c1	1.3	-10	1	21%	0.8	-7	-2	-1.1	2
Cc1ccc(-n2ncc3c(NCc4ccccc4)ncnc32)cc1	1.1	61*	0.98	6%	0.9	62*	-12	0.9	1
Cc1coc(C)c1C(=O)CC1(O)C(=O)N(Cc2ccccc2)c2ccccc21 (configuration not stated)	1.1	-20	1	7%	1	-3	1	1.5	18
CCN(CCNS(=O)(=O)c1ccc2c(c1)oc(=O)n2C)c1ccccc1	1.1	-6	1.1	4%	0.9	-5	5	-0.3	0
CCOC(=O)c1cc2c(ccn2C)n1Cc1ccccc1C	1.2	-27	0.96	4%	0.9	-3	3	-1.8	44*
CCOc1ccccc1N1CSC2=C(C#N)C(c3c(OC)ccc4ccccc34)CC(=O)N2C1 (configuration not stated)	1.1	-15	1.1	7%	0.9	17	-11	-0.8	12
COCc1nnc(NS(=O)(=O)c2ccc(C)cc2)s1	1.1	8	1.1	5%	0.9	-1	-6	-2.0	-4
COc1ccc(NC(=O)CC2SC(=NCc3ccccc3OC)NC2=O)cc1 (configuration not stated)	1	1	0.99	5%	1	8	7	0.8	-9
CCC(C)(C)n1nnnc1C(c1cc2ccc(OC)cc2[nH]c1=O)N1CCc2ccccc2C1 (configuration not stated)	1.5	-1	1	4%	0.8	2	-9	7.4	-18
Cc1cc(S(=O)(=O)Nc2cccc(O)c2)c(C)s1	1.1	9	0.98	5%	0.9	-13	2	0.3	9
CCc1nn(CCCC(=O)N2CCc3ccccc3C2)c(=O)c2cc3occc3n12	1.1	-3	0.99	7%	1	3	-4	3.6	-21
COC(=O)c1cc(-c2ccccc2)sc1NC(=O)c1cc(C)on1	2.5*	-13	1	4%[fluoresces]	0.9	-9	-4	-0.7	6
COc1ccc(CC(=O)N(Cc2cc3cc(OC)ccc3[nH]c2=O)C(C)C)cc1	2.6*	2	1.1	11%	0.9	4	-30	0.7	-8
Cc1cc(=O)c2ccccc2s1	1	-9	1.1	3%	0.9	-5	2	0.1	-1
Cc1ccc2oc(-c3ccco3)nc2c1	1.6	32	0.98	8%	0.9	16	-20	-1.3	10
CC1CCCCC1NS(=O)(=O)c1ccc(S(=O)(=O)NCc2ccncc2)cc1 (configuration not stated)	1.1	-69	0.95	10%	0.8	-70	0	2.1	10
O=C(O)C1CCCCC1C(=O)Nc1cccc(C(=O)N2CCCCC2)c1 (configuration not stated)	1.1	-15	0.99	6%	0.9	-5	2	-2.1	-6
CCN(CC)C(=O)CSc1nc2cccnc2n1-c1ccccc1OC	0.96	-5	1	8%	1	4	7	-4.8	3
CC1CCCCN1c1nc(-c2ccncc2)nc2ccccc12 (configuration not stated)	1.1	8	1.1	6%	0.9	2	4	0.7	22
COc1cccc(C2C=C(c3ccc(Br)s3)Nc3ncnn32)c1OC (configuration not stated)	1.2	5	1.1	7%	0.9	-1	-3	-3.0	17
Cc1ccccc1-n1nc(C(=O)O)c(C)c(C#N)c1=O	1.1	6	0.99	3%	0.9	14	-2	-3.2	-11
COc1ccc(CC(=O)N2CCN(c3ccccn3)CC2)cc1	1.2	3	1	3%	0.9	-8	-17	-0.7	-10
CCOc1ccc2nc(-c3ccc(OC)c(OC)c3)cc(C(=O)O)c2c1	1.4	-8	1.1	7%	0.8	-8	-9	-4.4	-7
CCOCc1cnc(C)nc1NCC(=O)c1c(C)n(C)c2ccc(OC)cc12	1.1	-2	1.1	6%	1.1	-3	9	-4.3	5
Cn1c(=O)[nH]c(=O)c2c1nc(OC(=O)c1ccccc1)n2CC(O)COc1ccccc1 (configuration not stated)	1.1	-3	1	7%	0.9	14	3	-0.3	0
COc1ccc2[nH]c(=O)c(CN(C(=O)NC3CCCCC3)C3CCCC3)cc2c1	2.5*	-7	1	10%	1	-8	-2	0.7	2
COc1ccc(-n2nnnc2-c2cccnc2)cc1	1.1	-19	1	3%	1	6	4	0.3	8
CCCn1c(=S)[nH]c2cc(C(=O)N3CCN(c4ccccc4OC)CC3)ccc2c1=O	1.1	-8	1	6%	·	11	2	0.8	-9
CCn1nc(C(=O)N2CCc3ccccc3C2)c2ccccc2c1=O	1.1	-9	0.99	4%	1	-8	2	-0.8	5
CCSc1nc(N)c(C#N)c(-c2ccccc2Cl)c1C#N	1.2	-18	1	3%	0.8	4	-3	1.4	·
CCOc1cc(-c2noc(N)c2C(=O)OC)cc(OCC)c1OCC	1	3	1	5%	1.1	-1	0	1.7	17
CN(C)c1ccc(NC(=O)CCCc2ccccc2)cc1	1.1	50*	1.1	8%	0.9	40	-2	0.2	-11
CCOC(=O)/C=C(\C)Sc1cc(=O)oc2ccccc12	1	-15	1	3%	0.9	-14	0	-4.0	13
O=C(CSc1nnc(Cn2nnc(-c3ccccc3)n2)n1-c1ccccc1)Nc1ccc(F)cc1	1	-11	0.98	3%	0.8	-7	1	-2.2	9
CCN(CC)C(=O)CSc1nnc(-c2cccs2)n1Cc1ccco1	1.1	-10	0.94	9%	0.9	0	-2	-0.9	10
CC(=O)C1=C(C)NC(SCC(=O)c2ccc(Cl)cc2)=C(C#N)C1c1ccco1 (configuration not stated)	1	23	1.1	4%	0.9	-19	4	-3.6	-2
CN(C(=O)COc1cc(=O)n(C)c2ccccc12)c1ccc(Cl)cc1	1.1	-22	1	4%	0.9	-18	7	-1.2	-5
CN(Cc1ccccc1)c1nc2c(c(=O)[nH]c(=O)n2C)n1CCCSc1ncccn1	1.1	11	0.96	6%	0.9	19	3	1.5	-12
O=C1c2ccccc2C(Nc2ccc(-c3nc4ccccc4[nH]3)cc2)N1Cc1ccco1 (configuration not stated)	1.2	32	1	3%	0.9	-8	-4	1.3	1
Cc1ccc(C(=O)Nc2cnc3sc(C)nn3c2=O)cc1	1.1	35	1.1	6%	1	41	1	2.1	-11
Cc1cc(C)c2cc(CN(CCO)Cc3nnnn3Cc3ccc(F)cc3)c(=O)[nH]c2c1	1.2	-28	1.1	2%	1	-11	-10	-1.7	-6
O=S(=O)(c1ccc(OCC(O)CN2CCN(c3ccccc3Cl)CC2)cc1)N1CCOCC1 (configuration not stated)	0.98	10	1	4%	0.9	0	2	7.7	-2
O=C1Nc2cc(C(=O)N3CCN(Cc4ccccc4)CC3)ccc2SC1N1CCOCC1 (configuration not stated)	1	4	0.99	6%	·	-2	-4	-0.6	0

Rewritten with two lines to a compound: entries from further up
Values run as follows: Autofluor 339	RORa activator	Abs 340nm	NADH coupling	TNAP act mid DEA	SF1 activator	MMP-13 inhibitor	5HT1a ag	5-HT1A blocker
> CCn1nc(C(=O)N2CCc3ccccc3C2)c2ccccc2c1=O
  1.1	-9	0.99	4%	1	-8	2	-0.8	5
> CCSc1nc(N)c(C#N)c(-c2ccccc2Cl)c1C#N
  1.2	-18	1	3%	0.8	4	-3	1.4	·
> CCOc1cc(-c2noc(N)c2C(=O)OC)cc(OCC)c1OCC
  1	3	1	5%	1.1	-1	0	1.7	17

The results go on:
SMILES	Autofluor 339	RORa activator	Abs 340nm	NADH coupling	TNAP act mid DEA	SF1 activator	MMP-13 inhibitor	5HT1a ag	5-HT1A blocker
Fc1ccc(C(c2nnnn2Cc2ccco2)N2CCN(C3CCCCC3)CC2)cc1 (configuration not stated)	1	-11	1	2%	0.9	-11	3	-2.9	40
CCOC(=O)c1ccc(Oc2c(C)oc3c(CN4CCN(C)CC4)c(O)ccc3c2=O)cc1	3.9*	-20	1.1	10%[fluoresces]	1	-9	-341[fluorescence artefact?]	-2.0	-10
CCCCC(c1nnnn1Cc1ccco1)N1CCN(C(=O)c2ccco2)CC1 (configuration not stated)	1.1	-14	1	6%	1	5	0	-1.9	10
C/C=C/CSc1nc2c(c(=O)[nH]c(=O)n2C)n1Cc1ccc(C)cc1	1	-4	0.99	2%	0.8	9	2	1.2	-9
Nc1ccccc1OCCOCCOc1ccccc1N	1.1	4	1	4%	0.9	-13	5	-0.3	-10
O=C(Nc1cccc(NC(=O)c2cccs2)c1)c1ccco1	1.1	-10	1.1	3%	0.9	-13	6	-3.1	7
